# Assay outcomes from PubChem BioAssay.
# POLK inh: DNA polymerase kappa (human) inhibition | actives 0.53% (n = 400,000) | AID 588579 | Q9UBT6 | purified Pol kappa, fluorescent DNA synthesis assay, 10 min | Potency, µM (top dose mostly 107 µM), without a hit: top-dose activity, negative = inhibition, usual class: inhibitors; further: potency means the concentration at half of the fitted maximal effect; on the % scale 0 is the no-effect control and ±100 the full control effect
#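 10 nM Pol kappa was preincubated with compounds for 15 min at room temperature. Reaction started with 50 nM (final) substrate. Fluorescence read kinetically at 0 and 10 min.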
# Tb PGK inh: blocks T. brucei phosphoglycerate kinase | P07378 | PGK/GAPDH coupled, Kinase-Glo luminescence, 60 min | Potency, µM (series often up to 57.5 µM), inactives show at the top dose activity change, negative = inhibition, most hits filed as inhibitors | actives 0.043% (n = 380,000); further: potency means the concentration at half of the fitted maximal effect; on the % scale 0 is the no-effect control and ±100 the full control effect; nearly all actives have a fitted effect of over 60% in size
#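 Recombinant glycosomal PGK reaction used 1,3-bisphosphoglycerate generated in-well by GAPDH (100nM final) in 100mM TEA pH 7.6, 5mM MgCl2, 0.01% Tween-20. After 60 minutes at room temperature, ATP was read by Kinase-Glo Plus luminescence end-point.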
# APE1 inh: inhibitors of human APE1 endonuclease | recombinant APE1, TAMRA/BHQ-2 abasic DNA cleavage fluorescence | P27695 | actives 0.35% (n = 350,000) | Potency, µM (titrated, usually from 65.8 µM), for inactives: top-dose activity change, negative = inhibition, usual class: inhibitors;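 further: potency means the concentration at half of the fitted maximal effect; plate controls were vehicle for no effect and reference inhibitor for full effect; nearly all actives have a fitted effect of over 55% in size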
# Target sequence (P27695 whole entry, looked up): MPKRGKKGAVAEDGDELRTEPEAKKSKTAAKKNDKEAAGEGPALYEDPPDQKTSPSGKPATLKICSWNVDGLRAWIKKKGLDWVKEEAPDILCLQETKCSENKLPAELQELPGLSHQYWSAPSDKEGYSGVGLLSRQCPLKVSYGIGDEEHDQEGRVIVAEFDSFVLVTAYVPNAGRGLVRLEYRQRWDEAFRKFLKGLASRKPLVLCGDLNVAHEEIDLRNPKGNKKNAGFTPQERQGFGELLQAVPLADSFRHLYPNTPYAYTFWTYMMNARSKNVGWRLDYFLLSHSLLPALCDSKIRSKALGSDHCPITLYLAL
#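 Step 1: APE1 (0.75 nM) with compound, 15 min RT. Step 2: add 50 nM fluorophore/quencher THF duplex. Step 3: three fluorescence reads 60 s apart (525/598 nm); read 3 minus read 1 = reaction progress.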
# Pol iota inh: blocks human DNA polymerase iota activity | Pol iota fluorescent replication assay, 10 min | Potency, µM (highest dose often 115 µM), without a hit: at the highest dose activity, negative = inhibition, hits mostly inhibitors | actives 1% (n = 390,000) | AID 588590 | Q9UNA4; further: potency means the concentration at half of the fitted maximal effect
#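 Fluorescent replication assay read twice, at 0 min and 10 min after adding 50 nM (final) substrate. Enzyme (10 nM) and compounds were first incubated 15 min at room temperature; enzyme-free buffer wells were negative controls.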
# POLH inh: inhibitors of human DNA polymerase eta; actives 1.2% (n = 390,000); recombinant Pol eta, fluorescent DNA replication assay; Q9Y253; Potency, µM (top dose mostly 114 µM), for inactives: top-dose activity change, negative = inhibition, most hits filed as inhibitors; further: potency means the concentration at half of the fitted maximal effect; on the % scale 0 is the no-effect control and ±100 the full control effect
# Target sequence (Q9Y253 whole entry, looked up): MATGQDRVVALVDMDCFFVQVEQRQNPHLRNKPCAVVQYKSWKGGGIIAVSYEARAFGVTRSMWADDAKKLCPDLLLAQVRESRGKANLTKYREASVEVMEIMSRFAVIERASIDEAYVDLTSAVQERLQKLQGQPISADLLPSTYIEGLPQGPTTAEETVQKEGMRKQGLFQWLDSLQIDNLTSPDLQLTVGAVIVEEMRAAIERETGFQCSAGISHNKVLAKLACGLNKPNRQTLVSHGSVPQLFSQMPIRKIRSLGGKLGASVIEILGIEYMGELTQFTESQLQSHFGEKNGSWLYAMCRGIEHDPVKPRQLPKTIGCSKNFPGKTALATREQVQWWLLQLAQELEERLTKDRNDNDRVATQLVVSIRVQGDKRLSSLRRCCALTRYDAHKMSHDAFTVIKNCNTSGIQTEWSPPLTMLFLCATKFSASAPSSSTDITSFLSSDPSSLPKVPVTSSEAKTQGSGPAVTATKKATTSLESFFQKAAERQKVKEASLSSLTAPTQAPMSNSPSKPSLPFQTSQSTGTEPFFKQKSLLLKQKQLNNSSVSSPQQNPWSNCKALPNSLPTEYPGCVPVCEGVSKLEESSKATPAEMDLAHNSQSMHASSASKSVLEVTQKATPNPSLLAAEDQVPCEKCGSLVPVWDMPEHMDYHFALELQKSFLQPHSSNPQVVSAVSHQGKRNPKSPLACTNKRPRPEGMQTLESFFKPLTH
#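 Fluorescent replication assay: 50 nM final substrate added after a 15 min room-temperature compound preincubation with 10 nM enzyme. Signal taken at 0 min and again at 10 min.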
# Apoferritin bind: binds horse apoferritin like a general anesthetic | AID 485281 | actives 0.074% (n = 350,000) | apoferritin/1-aminoanthracene competitive binding, fluorescence | Potency, µM (series often up to 77.5 µM), inactives show at the top dose activity change, negative = displacement, hits mostly inhibitors | P02791; further: potency means the concentration at half of the fitted maximal effect; on the % scale 0 is the no-effect control and ±100 the full control effect; nearly all actives have a fitted effect of over 20% in size
#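 Concentration-response curves derived by four-parameter Hill fitting of normalized fluorescence, where compounds displaced 1-AMA from 10 uM horse apoferritin following a brief 10 min room-temperature incubation; propofol titration acted as positive control.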
# Pol beta inh: blocks human DNA polymerase beta activity; P06746; Pol beta primer extension/strand displacement, fluorescence kinetic; Potency, µM (titrated, usually from 114 µM), for inactives: top-dose activity change, negative = inhibition, hits mostly inhibitors; actives 1.3% (n = 340,000); AID 485314; further: potency means the concentration at half of the fitted maximal effect; on the % scale 0 is the no-effect control and ±100 the full control effect
#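 Enzyme-only controls used 10 nM Pol beta; buffer lacking enzyme served as negative control. Compound preincubated 15 min, then 50 nM substrate added; 0 and 10 min reads at room temperature.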
# RXFP1 antagonist: antagonists of human relaxin receptor RXFP1; Q9HBX9; HEK293-RXFP1, relaxin-stimulated cAMP HTRF, 30 min; hits give low values; activity change, negative = inhibition, % at 57.5 µM; actives 0.59% (n = 350,000); AID 1259400;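 active means activity change of -60% or lower, but not beyond a set lower limit; inconclusive means change between -60% and -40%, or beyond the set limit; inactive means change above -40%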; further: on the % scale 0 is the no-effect control and ±100 the full control effect
# BLM inh: blocks DNA unwinding by human BLM helicase. actives 0.2% (n = 350,000). recombinant BLM DNA unwinding, fluorescence dequenching. Potency, µM (top dose mostly 56.1 µM), inactives show at the highest dose activity change, negative = inhibition, hits mostly inhibitors. AID 2528;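 further: potency means the concentration at half of the fitted maximal effect; plate controls were vehicle for no effect and no enzyme for full effect; nearly all actives have a fitted effect of over 35% in size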
# * hit, by the source's call; i = inactive; u = inconclusive; x = not tested or not shown; & = joins results of further samples; [ ] = remark or other dose. Unless noted, the call rests on the fitted dose curve; in most records, active means well fitted curve in the direction sought with a large enough effect; inconclusive means small, poorly fitted or top-dose-only effect, or another doubt; inactive means no such curve, though single readings can be large; an effect the other way counts as inactive or inconclusive. A portion of the library; the hit share may differ from the screen's.
Molecule,POLK inh,Tb PGK inh,APE1 inh,Pol iota inh,POLH inh,Apoferritin bind,Pol beta inh,RXFP1 antagonist,BLM inh
CCN(CCN(C)C)C(=O)C1CCN(S(=O)(=O)c2c(C)noc2/C=C/c2ccccc2F)CC1,-1%,-1%&2%,15%,-13%&0%,-2%&-15%,-18%&-4%,83%&-19%,5&-30,-3%&5%
COc1ccc(CCC(C)NCc2ccc(F)cc2)cc1 (stereo not given),-7%,-6%,3%,1%,2%,-4%,7%,-1,1%
CCc1ccc2[nH]c(C(=O)Nc3ccc4c(c3)OCO4)cc2c1,0%,i,-3%,1%,-6%,-6%,-1%,-15,-11%
CC(C)(C)C(=O)Nc1ccc(-c2cn3ccsc3n2)cc1,2%,11%,-8%,12%,5%,-15%,0%,1,-2%
CN(CC(=O)Nc1ccccn1)S(=O)(=O)c1ccc(Cl)cc1,-8%,0%,2%,12%,7%,56%[activator],-1%,3,-4%
O=C(Nc1ccon1)c1cccc(S(=O)(=O)N2CCCCCC2)c1,-16%,-5%,5%,16%,4%,u,3%,7,-1%
CCCS(=O)(=O)N1CCN(CC2CC=CCC2)CC1 (stereo not given),0%,-5%,-1%,7%,0%,-9%,16%,9,-2%
COc1ccc(S(=O)(=O)N2CCCCC2)cc1NC(=O)c1ccc2c(c1)OCO2,-7%,6%,-3%,6%,-22%,-3%,3%,-1,-4%
O=c1[nH]c(=O)n(Cc2ccco2)c2c1C(C(F)(F)F)(C(F)(F)F)N=C(C1CCCCC1)N2,-22%,-9%,-3%,15%,u,-8%,-10%,-7,-1%
CCCn1c(SCc2cc(=O)[nH]c3ccccc23)nc2c1c(=O)n(C)c(=O)n2C,-4%,3%,2%,25%,-3%,-12%,32%,3,-1%
O=C(CCNC(=O)c1ccc(Br)cc1)NCCCN1CCCC1=O,-4%,-18%,16%,29%,-26%,x,x,-6,x
COc1ccc(CCNC(=O)CCNC(=O)N2CC(=O)Nc3ccccc32)cc1,-1%,-9%,57%[activator],39%,-21%,-7%,4%,-2,-3%
Cc1ccc(S(=O)(=O)N2CCC(C(=O)N3CCC[C@H]3C(=O)NC3CCS(=O)(=O)C3)CC2)cc1 (stereo not given in full),-9%,-3%,0%,-2%,0%,-7%,-1%,13,-4%
COc1ccc(C(CNC(=O)c2cccc(S(=O)(=O)Nc3ccc(Br)cc3)c2)N(C)C)cc1 (stereo not given),-15%,4%,x,17%,-15%,x,x,-22,x
CCOC(=O)c1cnc2cc3c(cn2c1=O)CCCC3,-3%,-9%,-1%,29%,-11%,5%,-2%,x,-2%
CCc1cccc(CC)c1NC(=S)NCc1nc2ccccc2[nH]1,-1%,i,20%,55%[activator],-18%,-10%,41%,-11,-3%

# Structural class, the compounds so far containing bromine
Molecule,POLK inh,Tb PGK inh,APE1 inh,Pol iota inh,POLH inh,Apoferritin bind,Pol beta inh,RXFP1 antagonist,BLM inh
O=C(CCNC(=O)c1ccc(Br)cc1)NCCCN1CCCC1=O,-4%,-18%,16%,29%,-26%,x,x,-6,x
COc1ccc(C(CNC(=O)c2cccc(S(=O)(=O)Nc3ccc(Br)cc3)c2)N(C)C)cc1 (stereo not given),-15%,4%,x,17%,-15%,x,x,-22,x

# Further results follow.
Molecule,POLK inh,Tb PGK inh,APE1 inh,Pol iota inh,POLH inh,Apoferritin bind,Pol beta inh,RXFP1 antagonist,BLM inh
Cn1c(N)c(C(=O)COC(=O)c2cc3ccccc3cc2O)c(=O)n(C)c1=O,-3%,i,-22%,4%,-1%,x,x,3,x
CCn1c(C)[n+](Cc2ccccc2)c2ccc(C(=O)OC)cc21,-5%,-1%,6%,37%[activator],0%,-1%,29%,-17,-8%
CN(C)c1c([N+](=O)[O-])cc2[nH]c(=O)[nH]c2c1[N+](=O)[O-],-2%,-3%,14%,-2%,-5%,u,-15%,14,-14%
Cc1cc(Br)c(OCc2ccc(C(=O)N/N=C3\CC(=O)CC(C)(C)C3)cc2)c(Br)c1,-3%,-11%,2%,19%,-2%,-7%,-1%,-15,-1%
CC1N=C2c3ccccc3N=C(SCC(=O)NCCc3ccc(Cl)cc3)N2C1=O (stereo not given),3%[60.1 µM],-12%,x,10%,-4%,4%,0%,6,4%
Cc1ccsc1/C=N/NC(=O)c1ccccn1,-2%,-14%,2%,11%,-13%,-7%,1%,x,4%
CC1CN(C(=O)CCC(=O)NCCCN2CCC(Cc3ccccc3)CC2)c2cc(Cl)ccc2O1 (stereo not given),-11%,i,17%,6%,-2%,-14%,-1%,-2,-3%
CCCCSC1(SCCCC)N=C(N)C2(C#N)C(c3ccccc3)NC(C)=C(C)C12C#N (stereo not given),-5%,-7%,0%,3%,-22%,-10%,22%,-12,-6%
O=C(N/N=C\c1cc2c(cc1Cl)OCO2)c1cccnc1,-4%,-3%,2%,3%,4%,-3%,1%,18,2%
O=C(NCSC1=NCCS1)c1ccccc1,-6%,2%,-1%,11%,-3%,-7%,1%,4,-2%
O=C(NCc1ccccc1CN1CCCCC1)c1ccccc1N1CCCC1=O,8%,-4%,2%,-20%,-10%,x,x,-2,x
CC1CN(S(=O)(=O)c2cc(C(=O)NCCCN3CCCC3=O)ccc2Cl)CC(C)O1 (stereo not given),-16%,-1%,6%,43%[activator],0%,x,x,-33,x
CC(C)Cc1nnc(NC(=O)CCC(=O)Nc2ccc3cn[nH]c3c2)s1,3%,-2%,2%,12%,-11%,-12%,-8%,5,-6%
CN1CCCN(C2C3CC4CC(C3)CC2C4)CC1 (stereo not given),13%,-4%,0%,u,-9%,-8%,-6%,1,0%
Cc1nc(-n2nnc3ccccc32)c2c3c(sc2n1)CCCC3,-2%,-8%,-4%,-5%,-10%,u,18%,-14,-5%
CCCCCCn1nc(C(=O)OCC(=O)c2c(N)n(C)c(=O)n(C)c2=O)c2ccccc2c1=O,3%,-7%,1%,11%,-27%,-17%,10%,3,-24%

# Single records, as listed above. Order of screens: POLK inh, Tb PGK inh, APE1 inh, Pol iota inh, POLH inh, Apoferritin bind, Pol beta inh, RXFP1 antagonist, BLM inh
# CCCCCCn1nc(C(=O)OCC(=O)c2c(N)n(C)c(=O)n(C)c2=O)c2ccccc2c1=O across the screens: 3%, -7%, 1%, 11%, -27%, -17%, 10%, 3, -24%
# CC1CN(S(=O)(=O)c2cc(C(=O)NCCCN3CCCC3=O)ccc2Cl)CC(C)O1 (stereo not given) across the screens: -16%, -1%, 6%, 43%[activator], 0%, x, x, -33, x

# Following part:
Molecule,POLK inh,Tb PGK inh,APE1 inh,Pol iota inh,POLH inh,Apoferritin bind,Pol beta inh,RXFP1 antagonist,BLM inh
Cc1sc(NC(=O)c2ccco2)c(C(c2ccccc2)N2CCC(C)CC2)c1C (stereo not given),-4%,-1%,-11%,1%,-13%,-23%,4%,-27,-9%
Cc1nc(N)c(C#N)c(-c2ccccc2)c1C,-5%,7%,1%,14%,-14%,-10%,15%,3,-3%
COc1cc(/C=N/N2CCN(c3ccccc3OC)CC2)ccc1O,6%,-8%,-5%,13%,-13%,-2%,1%,-12,-6%
COCCn1c(C)cc(/C=C2/SC(=O)N(C(C)C(=O)OC)C2=O)c1C (stereo not given),-7%,-11%,0%,-4%,13%,-11%,0%,7,-4%
Cn1c(CNC(=O)CNC(=O)c2cccc(Cl)c2)cc(=O)n(C)c1=O,-8%,-2%,-2%,1%,-3%,29%,6%,-4,-4%
COc1ccc(-c2coc3cc(OC(C)=O)c(OC)cc3c2=O)cc1,15%,-9%,9%,3%,-15%,x,x,x,x
O=C(Nc1cccc(F)c1)c1ccc2c(c1)OCCO2,-2%,-15%,60%[activator],-14%,-2%,-6%,-21%,-6,-6%
O=C(NCCCN1CCN(c2cccc(Cl)c2)CC1)c1ccc(N2CCCC2=O)cc1,-7%,-4%,-9%,1%,2%,-10%,0%,-1,-3%
Cc1ccc(/C=C/S(=O)(=O)NCC(=O)OCC(=O)NCc2ccccc2)cc1,-3%,-12%,-1%,14%,-23%,-9%,33%,-10,-3%
Cc1ccc(/C=N/NC(=O)CCCOc2ccc(Cl)cc2Cl)cc1,-10%,-8%,2%,12%,-25%,u,-19%,-4,-3%
Cc1cc(C)n(-c2ccc(C(=O)OCC(=O)c3ccc(Br)s3)cc2)n1,u,-12%,-6%,u,u,u,u,-9,-15%
COc1ccc(C)cc1N/C(N)=N/c1nc(C)cc(C)n1,-6%,11%,1%,9%,-5%,-9%,13%,-2,-11%
CC(C)=CCC/C(C)=C/CNC(=O)C[C@H]1C[C@H](C(=O)N(C(C)C)C(C)C)[C@@]2(C)c3[nH]c4cc(-c5ccco5)ccc4c3CCN2C1=O,-7%,-7%,0%,12%,-14%,x,x,x,x
CC(C)(C)OC(=O)N(CCc1ccccc1)Cc1cccc(OCc2cccc(NC(=O)C3CCCC3)c2)c1,-1%,11%,x,12%,-18%,x,x,x,x
CN(C)c1ccc(-c2nc3ccccc3c(=O)[nH]2)cc1,-11%,-4%,5%,-10%,-1%,57%[activator],8%,0,-1%
O=C(CCn1c(=S)[nH]c2ccccc2c1=O)Nc1cccc(Cl)c1,-7%,-10%,22%,28%,-18%,0%,0%,-17,0%
Cc1ccc(CNC(=O)c2nn(C)c3c2CS(=O)(=O)c2ccccc2-3)cc1,-19%&-12%,-7%&-9%,9%,1%&-5%,-6%&-21%,-12%&-7%,40%&-25%,5&-5,-2%&-3%
Cc1nc(N2CCC(C)CC2)c2nnn(Cc3ccccc3)c2n1,-5%,-3%,4%,10%,-19%,4%,7%,-13,-7%
COc1ccc(O)c(C(=O)CC(=O)c2ccccc2)c1,x,x,-2%,x,x,u,-1%,x,-4%
COc1ccc(C2=NOC3(CC(=O)N(c4ccc(F)cc4)C3=O)C2)cc1 (stereo not given),1%,-5%,-7%,6%,-19%,-5%,-4%,-18,-5%
CCOc1ccccc1C(=O)N[C@H](C(=O)OCc1cc(=O)oc2cc(C)ccc12)C(C)C,-2%,i,-5%,-3%,-22%,u,4%,x,2%
CC(=O)N1CCc2cc(S(=O)(=O)N3CC(C)CC(C)C3)ccc21 (stereo not given),-1%,-1%,7%,22%,-15%,-7%,-1%,-4,0%
N#Cc1nc(Cc2cccc3ccccc23)oc1NCc1ccco1,-17%,i,-2%,-24%[58.9 µM],-15%,-4%,u,22,-14%
